# Compound activity deposited in PubChem BioAssay by National Center for Advancing Translational Sciences (NCATS).
# KB-V1 MDR tox = KB-V1 MDR subline cytotoxicity; KB-V1 MDR cells viability, CellTiter-Glo, 72 h; Potency, µM (series often up to 46.1 µM), for inactives: at the top dose activity change, negative = cytotoxicity, usual class: cytotoxic; 400,000 compounds, 3.4% hits; AID 1347076; also: potency is read from the fitted curve at half-maximal effect; % is scaled to controls: 0 for no effect and ±100 for the full control effect; nearly all actives have a fitted effect of over 60% in size
#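 In this primary screen, KB-V1 cells overexpressing P-gp are incubated with library compounds (lowest to highest concentration) for 72 h at 37 degrees C before a luminescent ATP viability read.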
# GLP-1R agonist = activates the human GLP-1 receptor. P43220. 380,000 compounds, 0.007% hits. HEK293 GLP-1R CRE-luciferase, luminescence, 4-6 h; cells express a hypersensitive GLP-1R form. Potency, µM (titrated, usually from 45.6 µM), without a hit: top-dose activation, hits mostly activators; also: potency is read from the fitted curve at half-maximal effect; % of control where 0% means no effect
# Target sequence (P43220 whole entry, looked up): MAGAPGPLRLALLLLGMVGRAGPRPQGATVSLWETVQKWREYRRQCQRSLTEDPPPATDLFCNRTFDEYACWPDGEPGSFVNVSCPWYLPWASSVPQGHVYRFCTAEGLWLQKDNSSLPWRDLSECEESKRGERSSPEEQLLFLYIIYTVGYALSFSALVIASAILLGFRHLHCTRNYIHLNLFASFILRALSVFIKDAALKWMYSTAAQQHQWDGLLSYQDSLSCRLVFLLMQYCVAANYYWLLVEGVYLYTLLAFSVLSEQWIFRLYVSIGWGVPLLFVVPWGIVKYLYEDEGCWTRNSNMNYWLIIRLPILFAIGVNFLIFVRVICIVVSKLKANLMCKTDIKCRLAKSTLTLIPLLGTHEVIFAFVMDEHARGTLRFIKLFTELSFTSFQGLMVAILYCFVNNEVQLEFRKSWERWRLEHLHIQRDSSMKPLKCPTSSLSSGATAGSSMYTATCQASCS
# DRD3 agonist = agonists of human D3 dopamine receptor; P35462; D3R DiscoveRx beta-arrestin cells, luminescence, 90 min; max activation, %; 410,000 compounds, 0.58% hits; AID 652048; in the data active = max activation above about 30%; also: 0% is about no effect; mostly tested at two doses, the higher about 12 µM
# Target sequence (P35462 whole entry, looked up): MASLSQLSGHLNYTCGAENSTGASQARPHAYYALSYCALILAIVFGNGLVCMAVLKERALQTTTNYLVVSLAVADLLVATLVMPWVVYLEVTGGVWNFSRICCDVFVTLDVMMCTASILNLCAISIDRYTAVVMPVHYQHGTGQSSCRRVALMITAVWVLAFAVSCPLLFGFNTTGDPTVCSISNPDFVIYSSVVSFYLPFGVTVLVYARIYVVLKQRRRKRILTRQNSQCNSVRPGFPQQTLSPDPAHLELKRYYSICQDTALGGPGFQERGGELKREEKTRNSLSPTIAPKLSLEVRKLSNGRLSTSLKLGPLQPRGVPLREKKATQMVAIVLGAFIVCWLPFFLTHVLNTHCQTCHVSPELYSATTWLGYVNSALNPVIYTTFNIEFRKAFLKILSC
#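 Agonist mode: compounds and dopamine controls were applied to plated cells for 90 min at 37 degrees C after an overnight attachment at 1500 cells/well. Luminescent read-out followed 30 - 60 minutes at room temperature with DiscoveRx detection reagent.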
# DRD3 antagonist = D3 dopamine receptor (human) antagonism; 360,000 compounds, 2.5% hits; max response, negative = inhibition, %; AID 652054; P35462; D3R cells, DiscoveRx beta-arrestin luminescence, antagonist mode; active compounds read low; in the data active = max response below about -50%; inconclusive = no clear call, values can overlap the other calls; also: % is scaled to controls: 0 for no effect and ±100 for the full control effect; mostly tested at two doses, the higher about 12 µM
#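 Cells plated overnight at 1500 cells/well, then exposed to library compounds with dopamine controls for 90 minutes at 37 degrees C. DiscoveRx reagent added for 30–60 minutes at room temperature; luminescence read, quantitative HTS format.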
# HT1080 IDH1KD tx = kills HT-1080 cells with IDH1 knockdown; HT-1080 IDH1 knockdown viability, ATP luminescence, 48 h; Potency, µM (highest dose often 46.1 µM), inactives show at the top dose activity, negative = toxicity, hits mostly cytotoxic; 360,000 compounds, 2% hits;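 also: potency is read from the fitted curve at half-maximal effect; 0% = DMSO wells and -100% = cell-free medium wells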
#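 CellTiter-Glo luminescence after 48 h compound exposure at 37 degrees C of IDH1-knockdown HT-1080 cells in 5% FBS RPMI. %Activity scaled between DMSO wells and cell-free media wells, with curves fitted and assigned curve classes.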
# KB-3-1 tox = kills parental KB-3-1 adenocarcinoma cells | Potency, µM (top dose mostly 46.1 µM), without a hit: at the highest dose activity change, negative = cytotoxic, hits mostly cytotoxic | 400,000 compounds, 1.4% hits | KB-3-1 viability, CellTiter-Glo ATP luminescence, 72 h | AID 1347075; also: potency is read from the fitted curve at half-maximal effect; % is scaled to controls: 0 for no effect and ±100 for the full control effect; nearly all actives have a fitted effect of over 60% in size
#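 Multi-concentration cytotoxicity screen in KB-3-1 cells grown in DMEM lacking phenol red with 10% FBS. After 72 h at 37 °C with compound, ATP-dependent luminescence was recorded.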
# HT1080-NT tox = kills 2HG-producing HT-1080-NT fibrosarcoma cells; HT-1080-NT fibrosarcoma viability, CellTiter-Glo ATP luminescence, 48 h; Potency, µM (series often up to 46.1 µM), inactives show top-dose activity, negative = less viability, most hits filed as cytotoxic; 360,000 compounds, 1.6% hits; AID 686970;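 also: NT is the 2HG producing partner of a matched IDH1 knockdown line; potency is read from the fitted curve at half-maximal effect; 0% = DMSO-treated cells and -100% = media-only wells without cells; nearly all actives have a fitted effect of over 55% in size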
#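 Compounds were tested in concentration-response format on HT-1080-NT cells for 48 hours at 37 degrees C. Cell viability came from CellTiter-Glo luminescence; curves were classified by r2, response magnitude and activity.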
# SW480 rerep = inducers of DNA re-replication in SW480 colon cancer cells. SW480 DNA re-replication, Hoechst DNA content imaging, 48 h. Potency, µM (doses to about 46.1 µM), inactives show at the top dose re-replication activation, usual class: activators. 340,000 compounds, 1.8% hits. AID 624297; also: potency is read from the fitted curve at half-maximal effect; % of control where 0% means no effect; nearly all actives have a fitted effect of over 55% in size
#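 250 cells/well; 23 nL cpd via pin tool; 48 hr, 37 C, 5% CO2; Hoechst 40 min; imager read of total nuclear intensity, ex 405/em 500-530 nm.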
# IL-1B inflam inh = inflammasome signaling inhibition, IL-1 beta readout | THP-1 LPS/ATP IL-1B secretion, AlphaLISA, 16 h; active compounds read low | activity change, % at 57.5 µM | 360,000 compounds, 4.7% hits | AID 743279; in the data active = activity change below about -50%; inconclusive = mostly about -30% to -49%; also: % is scaled to controls: 0 for no effect and ±100 for the full control effect
#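 THP-1 cells pretreated 1 hr with compounds (up to 57.5 uM final), then stimulated with LPS (250 ng/mL final) plus ATP (1.25 mM final); secreted IL-1B measured by AlphaLISA after 16 hr, decreased signal indicating inhibition.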
# Numbers without * were called inactive; ? = inconclusive; · = no result given. Unless noted, calls follow the shape of the dose curve; as a rule, active = well fitted curve in the direction sought with a large enough effect; inconclusive = small, poorly fitted or top-dose-only effect, or another doubt; inactive = no such curve, though single readings can be large; an effect the other way counts as inactive or inconclusive.
# Results follow in this order: KB-V1 MDR tox | GLP-1R agonist | DRD3 agonist | DRD3 antagonist | HT1080 IDH1KD tx | KB-3-1 tox | HT1080-NT tox | SW480 rerep | IL-1B inflam inh
CC(C)C[C@@H](CN)NC(=O)c1nc[nH]c1C(=O)N[C@@H](C)C(=O)CNC[C@H](C)NC(=O)c1nc[nH]c1C(=O)N[C@@H](C)C(=O)O
  14% | 7% | 12 | ? | 13% | 2% | 10% | -5% | 18
CCOC(=O)/C(C#N)=N/Nc1ccccc1OC
  3% | 13% | 10 | 15 | 1% | 11% | 8% | -5% | 5
COc1ccc2c(c1)CCc1c(C(=O)Nc3c(C)n(C)n(-c4ccccc4)c3=O)noc1-2
  18µM* | 1% | 0 | -2 | 10% | 20% | ? | -3% | 0
CC(C)C[C@H](NC(=O)c1nc[nH]c1C(=O)NC1CCNCC1)C(=O)OCc1ccccc1
  16% | -5% | -32 | ? | 0% | 6% | 0% | -10% | -12
O=C(/C=C/c1cccc([N+](=O)[O-])c1)OCC(=O)N1CCOCC1
  -17% | 24% | -6 | 7 | -6% | 1% | -6% | 4% | 0
CCOC(=O)C(C)N1N=C(/C=C/c2ccc(C)cc2)CCC1=O (stereo not drawn)
  16µM* | 24% | -18 | 6 | -5% | ? | -20% | 14% | 1
COc1cc(CN2CCN(S(=O)(=O)c3ccccc3)CC2)cc(OC)c1OC
  -14% | 3% | 7 | 19 | -1% | -3% | 0% | 1% | 12
Cc1ccc(S(=O)(=O)Nc2ccc(C(=O)N3CCCC3)cc2)c(C)c1NS(C)(=O)=O
  ? | 7% | 2 | 9 | -2% | -11% | 9% | -12% | -10
COc1ccc(N2CCN(C(=O)Cc3ccc(C)cc3)CC2)cc1
  0% | 1% | 3 | -29 | 11% | 0% | 0% | 0% | -18
COc1ccc(NC(=O)N2CCCC(C(=O)NCCc3ccccc3)C2)cc1 (stereo not drawn)
  23µM* | 8% | 0 | 4 | 1% | -18% | 1% | 2% | 6
CC(C)(C)C(=O)N1CCN(c2ccc([N+](=O)[O-])c(NCc3cccnc3)c2)CC1
  ? | -9% | -24 | -2 | -21% | -5% | -12% | 2% | -5
CCSc1nc2c(c(=O)[nH]c(=O)n2C)n1C
  17% | 10% | -1 | -2 | 4% | 1% | 5% | 3% | 0
Cc1onc(-c2ccccc2)c1C(=O)NCc1cccs1
  0% | 0% | -3 | 0 | -4% | -4% | -9% | -5% | 13
CCc1cc2c(=O)c(-c3cscn3)coc2c(CN(C)C)c1O
  0% | 3% | 6 | 0 | -17% | -3% | -21% | ? | 11
Cc1c(C)c2c(OCC(=O)N3CCC(C(=O)O)CC3)cc3c(c2oc1=O)CCC(C)(C)O3
  -2% | 1% | -4 | 22 | -17% | -2% | -7% | -2% | -19
COCCNc1nc(N)c([N+](=O)[O-])c(N2CCCCCC2)n1
  -1% | 25% | 3 | 17 | -18% | -7% | -3% | 16% | 35
CC(C)N(CCNC(=O)c1ccc(CS(=O)(=O)c2c(Cl)cccc2Cl)o1)Cc1ccccc1
  -15% | 0% | -22 | -70* | -3% | 0% | -14% | -2% | -8
Cc1ccc(NC(=O)Cn2nc(C(F)(F)F)c3c2CCC3)cc1
  -20% | -3% | -35 | -27 | -25% | -10% | 5% | -16% | -4
CCC1CCCCN1CCCNC(=O)CSc1nc2nc(C)c(Cc3ccc(C)cc3)c(C)n2n1 (stereo not drawn)
  -2% | 10% | -1 | 4 | ? | -13% | ? | 3% | ?
COc1cccc(Nc2nc3ccc(C(=O)c4ccccc4)cc3n3cnnc23)c1
  -32% | 11% | 4 | -14 | 1% | 3% | 0% | 18µM* | -2
CC[C@H](NC(=O)CC[C@H]1O[C@@H](n2cnc3c(NC(=O)c4ccccc4)ncnc32)[C@H](O)[C@@H]1O)c1ccccc1
  0% | 6% | -2 | -12 | 7% | 0% | 29% | · | 0
CCc1cc(-c2[nH]ncc2-c2ccc([N+](=O)[O-])cc2)c(O)cc1OC
  -4% | 18% | 5 | ? | -3% | 0% | -5% | 26% | ?
COc1ccc(N(C(=O)c2cc3ccccc3oc2=O)C2C=CS(=O)(=O)C2)c(OC)c1 (stereo not drawn)
  -11% | -1% | 0 | -11 | 21% | -9% | -7% | 16% | -8
CCC(=O)Nc1ccc(S(=O)(=O)Nc2ccc(Cl)nn2)cc1
  0% | -3% | 0 | -10 | 10% | 16% | -2% | 30% | -14
O=C(Nc1cccnc1)c1cccc(S(=O)(=O)N2CCCC2)c1
  5% | -4% | 6 | 12 | 10% | ? | 15% | ? | 31
CN(c1ccccc1)S(=O)(=O)c1ccc(Cl)c(C(=O)NCC(c2ccco2)N2CCCC2)c1 (stereo not drawn)
  · | -2% | -7 | 19 | -1% | · | 0% | -6% | -1
COc1ccc(/C=C/C(=O)c2ccc(O)cc2)cc1CN1CCOCC1
  ? | -3% | -4 | -26 | ? | 16µM* | -36% | ? | -133*
COc1ccccc1CNC(=O)CS(=O)(=O)c1cccc2nsnc12
  -4% | -1% | 1 | · | · | -7% | · | · | ·
CN1CCC(=NNC(=O)CN(c2cccc([N+](=O)[O-])c2)S(=O)(=O)c2ccccc2)CC1
  ? | 4% | -5 | -14 | 1% | -4% | -12% | -13% | -20
CC(=O)C1=C(C)N(CC2CC2)C(=O)N[C@H]1c1ccccc1
  -14% | -3% | 3 | 12 | 9% | 0% | 18% | 1% | 0

# The results go on:
# Results follow in this order: KB-V1 MDR tox | GLP-1R agonist | DRD3 agonist | DRD3 antagonist | HT1080 IDH1KD tx | KB-3-1 tox | HT1080-NT tox | SW480 rerep | IL-1B inflam inh
CS(=O)(=O)N(CC(=O)Nc1ccccc1C(=O)NCc1ccco1)c1ccccc1F
  ? | 9% | 3 | 6 | -1% | 1% | -3% | -1% | 10
CCN(CC)c1ccc(/C=C(\C#N)C(N)=O)cc1
  7% | 16% | 5 | -5 | -2% | 12% | -1% | 1% | -11
Nc1cc(N)nc(SCc2ccccc2Cl)n1
  -9% | 2% | 0 | 60 | 11% | -11% | 7% | · | -5
COc1ccc(C2CN=NC2C(=O)c2ccccc2)cc1 (stereo not drawn)
  -17% | 1% | -6 | -27 | -4% | -10% | -2% | -1% | -29
Cc1ccc(Sc2ccc(/C=N/O)cc2[N+](=O)[O-])cc1
  0% | -13% | -13 | -69* | ? | -21% | ? | ? | 4
CC1CCCCN1CC(=O)NC(=O)NCc1ccccc1 (stereo not drawn)
  10% | 7% | -5 | 3 | 16% | 0% | 0% | -1% | 25
NC(=O)C1CCN(C(=O)CCSCc2ccc(Cl)c(Cl)c2)CC1
  21% | 7% | 4 | 7 | -5% | 7% | 3% | 6% | -3
CN1CCN(c2ccc(S(=O)(=O)N3CCCCC3)cc2NC(=O)CSCc2ccccc2)CC1
  -7% | 9% | 2 | 7 | -14% | -6% | -7% | 1% | ?
O=C(Nc1ccc(Cl)cn1)c1ccc(-c2ccc(Cl)c(Cl)c2)o1
  -6% | -2% | 0 | 0 | 21% | -2% | 20% | 1% | -3
COc1cc(NC(=O)c2sc3ncn(CC(=O)N4CCCCC4C)c(=O)c3c2C)cc(OC)c1OC (stereo not drawn)
  ? | 8% | 0 | 25 | 1% | -2% | 2% | · | -11
O=C(O)c1ccc2c(c1)N(Cc1cccc(F)c1)C(=O)CS2
  25% | -2% | 4 | 6 | 1% | 4% | 0% | -11% | 14
Cc1ccc(Cc2c(-c3ccco3)nc3ccc(Cl)cn23)cc1
  -10% | 2% | -10 | ? | 16µM* | -13% | 23µM* | · | -76*
O=C(Nc1cccc(S(=O)(=O)N2CCCCCC2)c1)c1ccc2c(c1)OCO2
  -16% | 6% | 1 | -7 | -11% | ? | -16% | ? | -17
CN1CCN(C(=O)/C(=C/c2ccccc2)c2ccccc2)CC1
  -4% | -1% | -29 | -59* | -1% | ? | -10% | -1% | -14
C/C(=N\O)C(=O)NCc1ccncc1
  7% | 3% | 2 | -8 | 17% | 3% | 18% | -2% | 3
CCn1c(=O)n(-c2ccc(C)c(F)c2)c(=O)c2sc3ccccc3c21
  0% | 1% | 0 | · | · | 3% | · | · | ·
COC(=O)CSc1ccc(S(=O)(=O)N2CCCCCC2)cc1[N+](=O)[O-]
  ? | 3% | 1 | 3 | 2% | 19% | 3% | -15% | 25
C/C(=N\N=C(/N)c1nonc1N)c1ccc2c(c1)OCO2
  1.5µM* | 9% | -8 | -9 | -1% | 6.5µM* | -4% | -7% | -19
CCC1CCC(NC2CCCCNC2=O)CC1 (stereo not drawn)
  -5% | -12% | -11 | 9 | 2% | -3% | 17% | -1% | -7

# Record cards, as listed above. Values in the order: KB-V1 MDR tox | GLP-1R agonist | DRD3 agonist | DRD3 antagonist | HT1080 IDH1KD tx | KB-3-1 tox | HT1080-NT tox | SW480 rerep | IL-1B inflam inh
# CC(C)N(CCNC(=O)c1ccc(CS(=O)(=O)c2c(Cl)cccc2Cl)o1)Cc1ccccc1 across the screens: -15% | 0% | -22 | -70* | -3% | 0% | -14% | -2% | -8
# CN(c1ccccc1)S(=O)(=O)c1ccc(Cl)c(C(=O)NCC(c2ccco2)N2CCCC2)c1 (stereo not drawn) across the screens: · | -2% | -7 | 19 | -1% | · | 0% | -6% | -1
# CCOC(=O)/C(C#N)=N/Nc1ccccc1OC across the screens: 3% | 13% | 10 | 15 | 1% | 11% | 8% | -5% | 5
# Cc1ccc(Cc2c(-c3ccco3)nc3ccc(Cl)cn23)cc1 across the screens: -10% | 2% | -10 | ? | 16µM* | -13% | 23µM* | · | -76*
# COc1ccc2c(c1)CCc1c(C(=O)Nc3c(C)n(C)n(-c4ccccc4)c3=O)noc1-2 across the screens: 18µM* | 1% | 0 | -2 | 10% | 20% | ? | -3% | 0
